NPSR antag: neuropeptide S receptor (human) antagonism, cAMP; CHO-NPSR cells, cAMP TR-FRET, antagonist mode; Potency, µM (doses to about 38.3 µM), inactives show at the top dose activity change, negative = inhibition, actives largely listed as inhibitors; 1% of 220,000 active; note: potency is the fitted concentration of half-maximal effect; % is set by controls: 0 for no effect and ±100 for the full control effect; nearly all actives have a fitted effect of over 50% in size; many of its hits are not listed in these tables
TRb SRC2 PPI: TRbeta-SRC2 interaction inhibition; P10828; TRbeta-SRC2 peptide binding, fluorescence polarization; receptor liganded with 1 µM T3; Potency, µM (highest dose often 106 µM), without a hit: at the highest dose activity change, negative = inhibition, hits mostly inhibitors; 0.065% of 280,000 active;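 note: potency is the fitted concentration of half-maximal effect; plate controls were bound peptide for no effect and peptide without receptor for full effect; nearly all actives have a fitted effect of over 50% in size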
Target sequence (P10828 whole entry, looked up): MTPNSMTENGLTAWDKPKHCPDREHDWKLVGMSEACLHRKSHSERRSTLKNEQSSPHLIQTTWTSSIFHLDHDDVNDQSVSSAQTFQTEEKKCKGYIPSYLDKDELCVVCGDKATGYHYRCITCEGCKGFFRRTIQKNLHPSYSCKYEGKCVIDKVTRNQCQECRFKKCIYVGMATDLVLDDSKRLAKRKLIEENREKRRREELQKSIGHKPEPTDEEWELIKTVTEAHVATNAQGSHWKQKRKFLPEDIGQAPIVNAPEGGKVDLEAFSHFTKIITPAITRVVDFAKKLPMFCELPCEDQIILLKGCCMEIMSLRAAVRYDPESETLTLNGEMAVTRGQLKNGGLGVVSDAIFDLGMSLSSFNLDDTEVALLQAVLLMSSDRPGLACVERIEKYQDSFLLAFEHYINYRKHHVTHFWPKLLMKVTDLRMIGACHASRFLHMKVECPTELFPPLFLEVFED
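Fluorescence polarization of 20 nM Texas Red SRC2 peptide (20-aa NR interaction domain) bound to 0.6 uM human TRb ligand-binding domain, with 1 uM T3, after 5 hr at ambient temperature; inhibition seen as decreased polarization.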
Epigenetic derep: epigenetic control regulation, reporter derepression. murine LDR cells, GFP reporter derepression, 30 h. Potency, µM (top dose mostly 53.9 µM), inactives show at the top dose GFP activation, hits mostly activators. 0.2% of 280,000 active; note: potency is the fitted concentration of half-maximal effect; % of control where 0% means no effect; nearly all actives have a fitted effect of over 60% in size
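Reporter derepression read as number of fluorescent GFP-positive objects, 20-120 um in size, counted by laser-scanning cytometer. Mouse LDR line with an epigenetically silenced CMV-GFP locus; compound incubation 30 h, 37 C.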
GLA spleen mod: inhibits or activates alpha-galactosidase in human spleen homogenate; P06280; human spleen homogenate, 4MU-alpha-Gal fluorescence, 40 min; Potency, µM (series often up to 80 µM), without a hit: top-dose activity change, negative = inhibition, usual class: inhibitors; 0.008% of 240,000 active; AID 2107;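 note: potency is the fitted concentration of half-maximal effect; 0% = enzyme with vehicle and -100% = no enzyme basal signal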
Target sequence (P06280 32-429 limits assumed): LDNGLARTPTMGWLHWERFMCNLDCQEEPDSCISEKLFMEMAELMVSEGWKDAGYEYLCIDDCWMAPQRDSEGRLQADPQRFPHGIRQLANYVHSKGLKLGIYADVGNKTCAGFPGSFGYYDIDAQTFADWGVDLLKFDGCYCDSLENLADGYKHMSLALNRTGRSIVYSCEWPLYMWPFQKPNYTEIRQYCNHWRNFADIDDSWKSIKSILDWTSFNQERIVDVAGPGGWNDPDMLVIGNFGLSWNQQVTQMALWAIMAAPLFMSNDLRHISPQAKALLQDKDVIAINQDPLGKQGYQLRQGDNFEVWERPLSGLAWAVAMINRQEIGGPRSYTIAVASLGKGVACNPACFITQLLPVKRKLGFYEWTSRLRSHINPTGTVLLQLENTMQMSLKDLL
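qHTS titration in buffer at pH 5.0. Alpha-galactosidase activity in spleen homogenate was measured via 4-methylumbelliferone release from 1 mM fluorogenic substrate after 40 min at 37C and a pH 10 stop. AC50 came from Hill fits of control-normalized data.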
TexasRed fluor: Texas Red fluorescence interference in TRb-SRC2 counter-screen; TRb/SRC2 Texas Red total fluorescence interference; Potency, µM (doses to about 106 µM), for inactives: at the highest dose fluorescence change, negative = quenching; AID 1479; 0.29% of 280,000 active; active = well fitted curve in either direction with a large enough effect; inconclusive = small, poorly fitted or top-dose-only effect; note: potency is the fitted concentration of half-maximal effect; % is set by controls: 0 for no effect and ±100 for the full control effect
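Flags fluorescent or light-absorbing compounds by total fluorescence, S + 2P, at 555 nm excitation and 632 nm emission. Mixture: 20 nM Texas Red SRC2 peptide, 0.6 uM human TRb LBD, 1 uM T3, 5% DMSO; compound exposure 5 h at ambient temperature.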
Tau fluor cs: counter-screen for tau fibril formation inhibitors; tau K18 P301L (four-repeat tau fragment) Alexa594 fluorescence, heparin fibrillization; Potency, µM (top dose mostly 57.7 µM), for the others: top-dose activity change, negative = decrease; 0.93% of 280,000 active; AID 1463; note: potency is the fitted concentration of half-maximal effect; % is set by controls: 0 for no effect and ±100 for the full control effect; nearly all actives have a fitted effect of over 55% in size
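Human K18 P301L tau (15 uM unlabeled plus 0.24 uM Alexa 594-labeled, final) in 100 mM sodium acetate pH 7 was mixed with compound and 20 uM heparin and incubated 6 hr at 37 C.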
CBFb-RUNX1 inh: inhibitors of human CBF-beta and RUNX1 interaction; Q01196+Q13951; AlphaScreen CBFb-His/RUNX1-biotin binding, biochemical; Potency, µM (doses to about 59.8 µM), for inactives: top-dose activity, negative = inhibition, most hits filed as inhibitors; 230,000 tested, under 10 active; note: % of control where 0% means no effect
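Inhibition was taken as any reduction in AlphaScreen signal from the CBF-beta–RUNX1 pair (His and biotin tags, 30 nM each), measured after compound (15 min) and bead (90 min) incubations at room temperature.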
Tau FP inhib: tau fibrillization inhibition (FP); P10636; K18 P301L tau heparin fibrillization, Alexa594 FP, 6 h; Potency, µM (series often up to 57.7 µM), for inactives: at the top dose activity, negative = inhibition, usual class: inhibitors; 0.39% of 280,000 active; note: potency is the fitted concentration of half-maximal effect; % is set by controls: 0 for no effect and ±100 for the full control effect; nearly all actives have a fitted effect of over 55% in size
Target sequence (P10636 561-689 P618L limits assumed): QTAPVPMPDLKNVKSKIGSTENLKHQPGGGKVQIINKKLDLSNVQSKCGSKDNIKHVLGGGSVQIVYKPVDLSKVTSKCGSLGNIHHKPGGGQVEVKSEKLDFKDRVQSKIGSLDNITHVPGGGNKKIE
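Human K18 P301L fragment (15 uM unlabeled plus 0.24 uM Alexa 594-labeled) in 100 mM sodium acetate pH 7 with compound, aggregation induced by 20 uM heparin for 6 hr at 37 C. ThT (30 uM) added for 1 hr, then Alexa 594 FP read.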
Numbers without * were called inactive; ? = inconclusive; nt = not tested or not shown; [ ] = another dose, or the depositor's remark. Unless noted, calls come from the whole dose curve; as a rule, active = well fitted curve in the direction sought with a large enough effect; inconclusive = small, poorly fitted or top-dose-only effect, or another doubt; inactive = no such curve, though single readings can be large; an effect the other way counts as inactive or inconclusive. An excerpt, so the mix of outcomes need not match the whole.

smiles	NPSR antag	TRb SRC2 PPI	Epigenetic derep	GLA spleen mod	TexasRed fluor	Tau fluor cs	CBFb-RUNX1 inh	Tau FP inhib
CC(C)c1ccc(S(=O)(=O)c2nnn3c2nc(N2CCN(C)CC2)c2sccc23)cc1	nt	?	-1.5%	nt	6.4%	-17.8%	nt	9.3%
O=C(NCCc1ccccc1)c1ccc2nc(CCc3ccccc3)oc2c1	nt	2.8%	1.7%	nt	1.1%	6.4%	nt	-12.4%
O=C(Nc1ccc(Cl)cc1)OCc1cn(-c2ccc(Cl)cc2)nn1	-11.5%[46.1 µM]	1.8%	0.2%	3.7%	-1.3%	-13.4%	0.0%	?
CSc1ccc(/C=C/C(=O)c2ccc(O)cc2)cc1	-16.2%	-0.4%	5.9%	-2.1%	-1.6%	?	1.7%	-14.1%
O=C(NC1CCN(C(=O)NCc2ccccc2)CC1)c1ccco1	-12.5%[46.1 µM]	-7.0%	-5.8%	-4.4%	-1.6%	-1.9%	2.7%	-2.8%
CC12C(=O)N(c3ccccc3C(=O)O)C(=O)C1C1C=CC2C1 (stereo unspecified)	-13.5%[46.1 µM]	6.8%	-1.9%	3.1%	4.7%	-15.5%	-4.0%	1.0%
COc1ccccc1NC(=O)c1csc(-n2nc(C)cc2C(F)(F)F)n1	-0.6%[46.1 µM]	2.1%	-1.0%	5.1%	3.3%	-2.1%	-0.8%	0.9%
O=C1CSC(c2ccccn2)N1Cc1cn2ccccc2n1 (stereo unspecified)	-4.6%[46.1 µM]	5.7%	-1.0%	-16.0%	0.2%	4.6%	-9.0%	2.5%
Cc1ccc(C(=O)NC2CCS(=O)(=O)C2)cc1S(=O)(=O)N1CCCCCC1 (stereo unspecified)	14.8%	7.8%	0.0%	-5.9%	2.9%	-6.8%	1.9%	-3.2%
CS(=O)(=O)N(CCC(=O)O)Cc1ccccc1	1.7%[46.1 µM]	1.5%	0.8%	-0.7%	1.1%	4.1%	8.7%	6.3%
CCOC(CNC(=O)c1nnc(Cc2cc(OC)c(OC)c(OC)c2)o1)OCC	1.6%	2.9%	0.0%	-9.3%	0.6%	-5.8%	4.8%	7.4%
O=C(CSc1nc2c([nH]c3ccccc32)c(=O)n1-c1ccc(F)cc1)N1CCCCC1	nt	4.0%	1.2%	nt	-17.5%	9.9%	nt	3.8%
Cc1ccc(NC(=O)C(=O)NCC2OCCc3ccccc32)cc1 (stereo unspecified)	-13.7%	7.1%	4.3%	-0.9%	-1.7%	-3.9%	3.1%	-8.4%
C=CCn1c(=NC(=O)c2ccc(S(=O)(=O)N3CCCc4ccccc43)cc2)sc2cc(S(N)(=O)=O)ccc21	-17.3%	-2.3%	6.9%	8.0%	-4.9%	-12.8%	2.9%	?
COc1ccc(-c2coc3c2c(C)cc2oc(=O)c(CC(=O)O)c(C)c23)cc1	nt	-0.1%	0.0%	nt	1.8%	-7.7%	nt	2.8%
O=C1c2ccc([N+](=O)[O-])cc2NC(c2ccco2)N1/N=C/c1ccco1 (stereo unspecified)	-6.5%	3.0%	-4.7%	-3.3%	-1.6%	?	-5.7%	10.0%
NC(=S)NNc1ccnc2cc(Cl)ccc12	-7.8%	-5.2%	1.0%	-17.5%	-3.3%	-24.9%	-11.3%	1.8%
CCCCCn1nc(-c2ccccc2)c2nc3ccccc3nc21	0.3%[46.1 µM]	-15.0%	?	-2.9%	-0.6%	-11.8%	8.2%	-13.1%
CCOC(=O)c1cnc(SC)nc1Oc1cccc(NC(=O)c2ccc(C)cc2)c1	-17.9%[46.1 µM]	14.7%	0.0%	0.7%	2.8%	3.4%	8.3%	-0.3%
COc1cccc(CNC(=O)Cc2c(C(=O)O)[nH]c3ccccc23)c1	-11.7%[46.1 µM]	-9.8%	-1.0%	-0.1%	-4.5%	-6.4%	2.6%	5.0%
Cc1ccc2c(=O)cc(C(=O)Nc3ccc(S(=O)(=O)N4CCCCCC4)cc3)oc2c1C	nt	1.9%	0.0%	nt	0.1%	?	nt	-3.6%
CSCCC(NS(=O)(=O)c1ccc(Cl)cc1)C(=O)OCC(=O)NC12CC3CC(CC(C3)C1)C2 (stereo unspecified)	?	9.3%	2.3%	2.2%	-0.2%	-11.8%	-0.7%	4.6%
O=C(O)/C=C/c1cn(Cc2ccccc2)nc1-c1ccccc1	-18.7%[46.1 µM]	-3.0%	1.9%	-6.4%	-5.8%	-3.4%	3.0%	5.4%
CC1=CCC(C(=O)O)C(C(=O)Nc2nc3ccc(S(C)(=O)=O)cc3s2)C1 (stereo unspecified)	-6.3%[46.1 µM]	-3.5%	0.0%	0.1%	-1.0%	3.5%	9.1%	11.8%
O=C(CSc1nnc(-c2cccnc2)o1)Oc1ccccc1	-9.6%[46.1 µM]	-6.6%	0.0%	-4.4%	-2.2%	8.7%	-0.5%	11.2%
CCOc1ccc(NC(=S)N(Cc2ccc(Cl)cc2)Cc2ccco2)cc1	?	-0.3%	-0.9%	1.4%	-0.3%	?	5.0%	5.0%
Cc1ccc(N(C)C(=O)n2cnc3ccccc32)cc1	1.1%	7.8%	0.0%	2.3%	-0.2%	-0.4%	2.8%	0.8%
COC(=O)NC(c1ccco1)[C@@]1(C(=O)OC)CCCC1=O (stereo partly specified)	nt	5.7%[11.2 µM]	1.1%[10.1 µM]	1.0%[17.5 µM]	2.1%[11.2 µM]	-11.5%[11.6 µM]	7.1%[13.1 µM]	-2.9%[11.6 µM]
CCOC(=O)N1CCC(N2Cc3cccc(C(=O)O)c3C2=O)CC1	-10.1%[46.1 µM]	-12.9%	-0.8%	4.1%	0.3%	-5.0%	10.9%	-11.7%
O=C(CSc1nc2ccsc2c(=O)n1NC(=O)c1ccccc1)Nc1nccs1	-26.6%[46.1 µM]	-6.8%	1.0%	0.2%	-0.3%	-7.1%	15.5%	5.3%
CC1=C(C(=O)OCC2CCCO2)C(c2ccsc2)C2=C(CCCC2=O)N1 (stereo unspecified)	3.6%	1.6%	0.0%	7.2%	1.3%	-6.8%	2.7%	2.8%
CSc1nc(N)nc(SCC(=O)c2ccccc2)c1C#N	-19.5%[46.1 µM]	-12.8%	1.9%	-26.8%	-4.8%	?	7.6%	?
COc1ccccc1N1CCN(C(=O)c2cc3c(-c4ccccc4F)nn(C)c3s2)CC1	nt	3.3%	1.0%	nt	-5.4%	-15.5%	nt	8.4%
Cc1ccc(NC(=O)CSc2nc3ccccc3c(=O)n2Cc2cccs2)cc1	-24.9%[46.1 µM]	11.2%	0.0%	8.9%	4.2%	-3.0%	-4.3%	1.6%
C=CCSc1nccc(-c2nn(-c3ccc(C)cc3)ccc2=O)n1	1.3%[46.1 µM]	-5.9%	-0.9%	-0.8%	-0.7%	-20.8%	3.6%	-10.4%
CCCn1c(SCC(=O)Nc2nc(-c3ccc(OC)cc3)cs2)nc2c1c(=O)n(C)c(=O)n2C	13.1%	-5.8%	2.1%	-3.1%	2.1%	-4.4%	3.5%	-2.3%
CCN1C(=O)[C@@H]2[C@H](C1=O)[C@@H]1C[C@H]3C(=O)N(CC)C(=O)[C@H]3[C@@H]3C1=C(C(=O)N1C(=O)OC(=NCC4CC4)[C@]31C)[C@@H]2C	21.3%	-5.9%	-1.2%	10.3%	-2.6%	8.7%	?	7.0%
COc1cccc(-c2csc(-c3c(N)c(C(=O)c4ccccc4)n4ccccc34)n2)c1	nt	-5.4%	-5.9%	nt	-2.6%	?	nt	6.1%
Brc1cccc(-c2nnc(-c3ccccc3)o2)c1	-15.0%[46.1 µM]	0.4%	0.9%	-6.2%	-1.3%	-8.3%	21.3%	-3.1%
CCC(C)NC(=O)CSc1c2c(nc3ccccc13)CCCC2 (stereo unspecified)	9.7%	0.8%	-2.2%	4.9%	-1.1%	0.4%	-2.1%	6.1%
Cc1ccc(S(=O)(=O)Cn2nnnc2C(c2ccccc2)N2CCN(c3ccccc3)CC2)cc1 (stereo unspecified)	-15.8%[46.1 µM]	-3.5%	2.3%	3.6%	2.5%	-27.1%	8.3%	-2.4%
CCC/S(CC1CC1(Cl)Cl)=N\S(=O)(=O)c1ccc(C)cc1 (stereo unspecified)	-13.2%[46.1 µM]	-8.7%	-0.5%	5.4%	2.9%	-2.2%	-1.6%	3.7%
CC(C)c1ccccc1NC(=O)CCc1nc2ccccc2s1	6.1%	6.2%	6.9%	0.7%	-3.9%	-13.7%	-8.3%	-9.1%
FC(F)(F)c1cc(Oc2ccc(Cl)cc2)ncc1-c1nnc(-c2ccc(Cl)cc2)o1	10.1%	-1.1%	7.8%	-1.5%	-0.9%	-4.6%	0.9%	7.5%
CC1CN(c2ccc(Cl)cc2)c2nc3c(c(=O)n(CC(=O)O)c(=O)n3C)n2C1 (stereo unspecified)	nt	-3.2%	-1.1%	nt	1.9%	-8.4%	nt	2.2%
Cc1ccc(Cn2c(-n3nc(C)cc3C)nc3c2c(=O)[nH]c(=O)n3C)cc1	-5.3%[46.1 µM]	-5.5%	7.4%	6.0%	-0.5%	1.2%	7.3%	2.0%
COc1cc(NC(=O)Nc2ccc3c(c2)OCO3)cc(OC)c1OC	-2.4%	0.8%	9.4%	-2.1%	-2.8%	-17.5%	-0.3%	4.0%
Cc1cc2c(c(=O)n1Cc1ccccn1)C(c1ccc3c(c1)OCO3)C(C#N)=C(N)O2 (stereo unspecified)	-7.1%[46.1 µM]	11.8%	-5.0%	5.1%	1.9%	-4.8%	1.4%	-0.1%
NS(=O)(=O)c1ccc(-c2ccc(/C=C3\SC(=S)N(C4CCS(=O)(=O)C4)C3=O)o2)cc1 (stereo unspecified)	-9.8%	-5.2%	2.4%	3.1%	1.5%	?	-17.1%	2.4%
